Assay outcomes as filed in PubChem.
AI-2 QS modul: modulators of Vibrio harveyi AI-2 quorum sensing system | Vibrio harveyi JMH597 AI-2 luminescence/OD600 ratio, 9 h; active compounds read low; strain lacks LuxN and CqsS sensors; 0 = neutral-control median | activity change, % at 7.5 µM | 300,000 compounds, 0.4% hits | AID 2094; in the data active = activity change below about -75%, passing the limit was not always enough;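 note: luminescence divided by OD600 gain over 9 h not by final OD600 alone; inactives centre near 13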
TRPC6 activator: activators of mouse TRPC6 channel; Q61143; HEK293-TRPC6 membrane potential dye fluorescence; active compounds read high; AID 2550; B-score at 10 µM; 310,000 compounds, 0.13% hits;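 active = B-score of the integrated fluorescence ratio above library mean plus 3 SD, and starting fluorescence ratio within library mean plus 5 SD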;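 note: higher score means more depolarization so channel activation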
MrgX1 antag: antagonists of human MrgX1 receptor; Q96LB2; MRGX1-HEK293 calcium flux, Fluo-4, BAM8-22 antagonism; active compounds read low; B-score at 10 µM; 310,000 compounds, 1.3% hits; AID 588676;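 active = calcium-response B-score plate-corrected more than 3 library SD below zero, starting fluorescence within 5 deviations, no agonist response on first addition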;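 note: peak minus trough fluorescence over baseline after final BAM8-22 challenge near maximal dose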
Target sequence (Q96LB2 whole entry, looked up): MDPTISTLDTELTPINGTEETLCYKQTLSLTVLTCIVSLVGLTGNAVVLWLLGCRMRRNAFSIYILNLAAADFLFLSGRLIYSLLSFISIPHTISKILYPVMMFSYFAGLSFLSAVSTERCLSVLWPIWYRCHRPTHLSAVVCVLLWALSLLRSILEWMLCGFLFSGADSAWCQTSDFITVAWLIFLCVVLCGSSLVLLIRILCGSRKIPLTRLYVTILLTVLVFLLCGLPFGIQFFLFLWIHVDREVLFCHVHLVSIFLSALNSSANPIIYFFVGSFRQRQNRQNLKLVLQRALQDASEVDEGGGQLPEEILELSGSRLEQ
HIF act: HIF pathway transcriptional activation | AID 1910 | 300,000 compounds, 0.32% hits | activation, % at 7.5 µM (by protocol) | U2OS HRE-luciferase reporter, luminescence; normalized: DMSO 0%, desferrioxamine 100%;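 active = mean activation of at least 10% of the iron chelator positive control signal, with at least half of replicates also reaching 10%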
PolyA inh: inhibitors of polyadenylation in S. cerevisiae; calls only at 12 µM; 300,000 compounds, 0.02% hits; S. cerevisiae SKY197-pL101 polyadenylation reporter, beta-gal luminescence; efflux-impaired pdr1/pdr3 knockout yeast; score 100 = 6 SD above DMSO;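 active = lowest replicate activity score at least 50, where 100 means six control SD above control mean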;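 note: yeast exposed to compound for 9 h at 30 °C; higher score means more reporter readthrough which indicates perturbed polyadenylation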
TRPC4 potent: allosterically enhances the mouse TRPC4 cation channel | B-score at 10 µM | 310,000 compounds, 0.42% hits | HEK293 TRPC4beta/mu-opioid, DAMGO EC20, Fluo-4 Ca2+ flux; active compounds read high;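 active = B-score of calcium response area above 5 SD of library B-scores, with initial fluorescence ratio within 5 SD of library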;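 note: B-score of integrated fluorescence ratio over time as area under calcium response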
TRPC4 block: TRPC4 (mouse) channel inhibition | Q9QUQ5 | HEK293 TRPC4beta/mu-opioid, DAMGO-evoked Fluo4 calcium flux; active compounds read low | B-score at 10 µM | 300,000 compounds, 0.39% hits | AID 2247;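 active = B-score over 3 SD under the library average, no early fluorescence shift, positive overall ratio signal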
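Assay system: HEK293 cells with stable TRPC4beta plus mu-opioid receptor expression; Probe or stimulus: DAMGO in two steps, submaximal then maximal; Dosing: single-point compound dosing; Measured by: Fluo4 calcium-dye fluorescence, kinetic read; Read-out basis: B score from integrated Fluo4 fluorescence ratio.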
TRPC6 inh: mouse TRPC6 channel inhibition. 310,000 compounds, 1.1% hits. AID 2553. HEK293-TRPC6, membrane potential dye, ACh-evoked depolarization; active compounds read low. B-score at 10 µM;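 active = B-score under library mean minus 3 SD, initial fluorescence not abnormally high, positive integrated signal ratio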;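 note: B-score derived from integrated fluorescence ratio over the kinetic read; more negative B-score means stronger inhibition of depolarization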
MrgX1 agonist: activates human MrgX1 receptor signaling; Q96LB2; MrgX1-HEK293 cells, Fluo-4 calcium fluorescence, agonist mode; active compounds read high; B-score at 10 µM; 310,000 compounds, 0.44% hits; AID 588627;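 active = calcium response B-score plate-corrected fluorescence ratio at least 3 library SD, with starting fluorescence B-score inside 5 SD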
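Material: MrgX1-expressing HEK293 cells / Dosing: compound as first of three additions / Incubation: overnight seeding, then 1 h dark dye loading / Signal: Fluo-4 NW calcium fluorescence / Evaluation: B-scored fluorescence response ratio / Benchmarks: positive and negative control wells on each plate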
TRPC4 agonist: opens the mouse TRPC4 cation channel; HEK293 TRPC4beta/mu-opioid, Fluo4 calcium fluorescence; active compounds read high; 310,000 compounds, 0.49% hits; B-score at 10 µM; AID 2237;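 active = B-score above 5 SD of library B-scores, and initial fluorescence ratio not above library mean plus 5 SD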;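 note: positive B-score marks a calcium rise read as TRPC4 activation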
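Test system: HEK293 cells stably co-expressing mouse TRPC4beta and mu-opioid receptor | Schedule: Fluo4 dye loading 45 min at room temperature, 110 s recording | Measured by: Kinetic Fluo4 calcium fluorescence, 5 s baseline at 1 Hz | Evaluation: B score of integrated ratio | Controls: Buffer (low) and maximal DAMGO (high)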
MrgX1 PAM: human MrgX1 positive allosteric modulation, primary screen | MrgX1-HEK293, Fluo-4 calcium flux, FDSS; active compounds read high | B-score at 10 µM | 310,000 compounds, 0.63% hits | AID 588675;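 active = plate-corrected calcium response at least 3 library SD above typical, normal starting fluorescence, not activating the receptor alone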;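 note: compound read alongside a low EC10 to EC30 dose of BAM8-22 agonist; peak minus trough fluorescence over baseline measured at the second addition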
Active calls of the source: *; i = inactive; x = not tested or not shown. This is a subset. The share of hits here may be higher or lower than overall.

SMILES	AI-2 QS modul	TRPC6 activator	MrgX1 antag	HIF act	PolyA inh	TRPC4 potent	TRPC4 block	TRPC6 inh	MrgX1 agonist	TRPC4 agonist	MrgX1 PAM
Cn1c(=O)[nH]c(=O)c2c1nc(CN1CCOCC1)n2Cc1ccccc1	7	i	i	-0.2	i	i	i	i	i	i	i
COc1ccc(N2CCN(C(=O)C3CCN(S(=O)(=O)c4ccccc4)CC3)CC2)cc1	6	i	i	-0.7	i	i	i	i	i	i	i
CCCCN1C(=O)/C(=C2/Sc3ccc(OC)cc3N2CC)SC1=S	6	i	i	-7.8	i	i	i	i	i	i	i
CC(C)(C)OC(=O)N/N=C\c1cccnc1	30	i	i	0.6	i	i	i	i	i	i	i
COc1ccc(S(=O)(=O)N2CCC(C(=O)NCc3ccccn3)CC2)cc1C	29	i	i	-0.4	i	i	i	i	i	i	i
Cc1onc(-c2ccccc2)c1-c1csc(COc2ccccc2)n1	18	i	i	-0.1	i	i	i	i	i	i	i
C=CCN1C(=S)CC(c2ccccc2)=Nc2ccccc21	15	i	i	-1.1	i	i	i	i	i	i	i
CC(C)N(Cc1ccccc1)C(=O)COC(=O)/C=C/c1cnc2ccccc2n1	34	i	i	-0.1	i	i	i	i	i	i	i
CCOc1ccccc1NC(=O)CCCCCN1C(=O)[C@@H]2Cc3ccccc3CN2C1=O	19	i	i	0.5	i	i	i	i	i	i	i
O=C(NCc1ccco1)Nc1ccc([N+](=O)[O-])cc1	3	i	i	2.0	i	i	i	i	i	i	i
CCOC(=O)c1cnc2c(C#N)c(C)nn2c1-c1ccccc1	0	i	i	0.3	i	i	i	i	i	i	i
CN1CCN(CC(O)COc2ccccc2)CC1 (stereo unspecified)	x	i	i	-1.4	i	i	i	i	i	i	i
O=C(COc1ccccc1)NN1C(=O)CSC1=S	16	i	i	-0.1	i	i	i	i	i	i	i
Clc1cccc(Cl)c1CSc1nnc(CN2CCOCC2)n1-c1ccccc1	6	i	i	-0.5	i	i	i	i	i	i	i
COCCNC(=O)c1onc(CCl)c1C(=O)OC	16	i	i	-0.4	i	i	i	i	i	i	i
Cc1ccc(-c2nn(CC(=O)NN3CCOCC3)c(=O)c3ccccc23)cc1	34	i	i	-0.1	i	i	i	i	i	i	i
OC(COc1ccc(Cl)cc1Cl)Cn1ccnc1 (stereo unspecified)	11	i	i	0.9	i	i	i	i	i	i	i
CCCn1c(NCc2ccccn2)nc2ccccc21	4	i	i	0.4	i	i	i	i	i	i	i
N#C/C(=C\c1cccnc1)c1nc2c(s1)CCCC2	33	i	-5.5*	2.0	i	i	i	i	i	i	i
COc1cc(NC(=O)c2cccc(C)c2)c(OC)cc1NC(=O)CN1CCOCC1	5	i	i	0.1	i	i	i	i	i	i	i
COc1c(F)c(F)c(C(=O)Nc2cccc(Cl)c2N2CCOCC2)c(F)c1F	11	i	i	-0.4	i	i	i	i	i	i	i
O=C(CCN1C(=O)/C(=C/c2ccccc2F)SC1=S)Nc1ccccn1	-2	i	i	0.2	i	i	i	i	i	i	i
CCOc1ccc(CNC(=O)C2Cc3cc(S(=O)(=O)N4CCCC4)ccc3N2C(C)=O)cc1 (stereo unspecified)	15	i	i	-0.8	i	i	i	i	i	i	i
COc1ccc(CN2CCN(C(=O)CCC(=O)Nc3nnc(C(F)(F)F)s3)CC2)cc1F	10	i	i	0.1	i	i	i	i	i	i	i
CN1C(=O)c2ccc(N3CCCC3)cc2C1=O	22	i	i	0.5	i	i	i	i	i	i	i
Clc1ccc(OCCSc2ncccn2)cc1	-10	i	i	4.9	i	i	i	i	i	i	i
N#CC(C#N)=Cc1ccc(NC(=O)c2ccc(Br)cc2)cc1	12	i	i	4.2	i	i	i	i	i	i	i
CC(C)c1ccc(S(=O)(=O)N2CCN(C(=O)c3cccc(F)c3)CC2)cc1	46	17*	i	-0.1	i	i	i	i	i	i	i
CC(C)n1cc(CN2CCCC(CNS(=O)(=O)c3cccc4cccnc34)C2)cn1 (stereo unspecified)	-1	i	i	-0.1	i	i	i	i	i	i	i
Cc1ccc(NC(=O)c2ccco2)c(NC(=O)Cc2cccs2)c1	3	i	i	-0.1	i	i	i	i	i	i	i
C=CCN1C(=O)C2C(C(=O)NC)C3C=CC2(O3)C1C(=O)NCc1ccc(OC)cc1 (stereo unspecified)	7	i	i	-0.6	i	i	i	i	i	i	i
COc1cccc(N2CCN(C(=O)c3nc4nc(C)cc(C)n4n3)CC2)c1	10	i	i	-0.5	i	i	i	i	i	i	i
C/C(=N\Nc1ccccn1)c1ccc(Br)s1	33	i	i	2.2	i	i	i	i	i	i	i
COc1ccc(-c2cc(C(=O)Nc3ccc(F)cc3F)no2)cc1	4	i	i	0.4	i	i	i	i	i	i	i
COC(=O)C1=C(C(=O)c2ccccc2)C(c2ccc(OC)c(OC)c2)Nc2nnnn21 (stereo unspecified)	6	i	i	0.3	i	i	i	i	i	i	i
CC(=O)c1cnc(Nc2cccc(C)c2)s1	18	i	i	-15	i	i	i	i	i	i	i

3 entries from above in a different format:
SMILES | AI-2 QS modul | TRPC6 activator | MrgX1 antag | HIF act | PolyA inh | TRPC4 potent | TRPC4 block | TRPC6 inh | MrgX1 agonist | TRPC4 agonist | MrgX1 PAM
Clc1ccc(OCCSc2ncccn2)cc1 | -10 | i | i | 4.9 | i | i | i | i | i | i | i
C/C(=N\Nc1ccccn1)c1ccc(Br)s1 | 33 | i | i | 2.2 | i | i | i | i | i | i | i
COc1cccc(N2CCN(C(=O)c3nc4nc(C)cc(C)n4n3)CC2)c1 | 10 | i | i | -0.5 | i | i | i | i | i | i | i

Following part.
SMILES	AI-2 QS modul	TRPC6 activator	MrgX1 antag	HIF act	PolyA inh	TRPC4 potent	TRPC4 block	TRPC6 inh	MrgX1 agonist	TRPC4 agonist	MrgX1 PAM
CCOC(=O)N1CCC(N2C(=O)c3ccc(C(=O)NCCC(C)C)cc3C2=O)CC1	15	i	i	-31	i	i	i	i	i	i	i
O=C1c2ccccc2C(=O)c2c(NCCCN(CCO)CCO)cccc21	13	i	x	0.0	i	i	i	-13*	x	i	x
C=CCNC(=O)/C=C/c1ccc(C(C)C)cc1	-14	i	i	2.4	i	i	i	i	i	i	i
CCN(CC)S(=O)(=O)c1ccc(N2CCCCC2)c(NC(=O)C2CCN(C(=O)c3ccc(F)cc3)CC2)c1	39	i	i	0.4	i	i	i	i	i	i	i
CCN(CC)S(=O)(=O)c1ccc(Cl)c(C(=O)Nc2nnc(C)s2)c1	23	i	i	-0.7	i	i	i	i	i	i	i
Oc1ccc(C2=CSC3=NCCN23)cc1O	-1	i	i	-1.4	i	i	i	i	i	i	i
COCCN(C(=O)CCc1nnc(CCc2c[nH]c3ccccc23)o1)C(C)C	33	i	i	-0.3	i	i	i	i	i	i	i
CCOc1cc(/C=C(\CC(=O)O)c2nc3ccccc3s2)ccc1OC	-14	i	i	0.2	i	i	i	i	i	i	i
CC(C)n1c(/C=C/c2ccccc2)nc2ccccc21	22	i	i	2.0	i	i	i	i	i	i	i
O=C(NC1CCCCC1)c1ccc(CS(=O)Cc2ccccc2Cl)o1 (stereo unspecified)	14	i	i	-0.1	i	i	i	i	i	i	i
Cc1cccc(OCC(=O)NCC(=O)N/N=C/c2cccs2)c1	22	i	i	-0.3	i	i	i	i	i	i	i
CC(C)(C)NS(=O)(=O)c1ccc(NS(=O)(=O)Cc2ccccc2)cc1	4	i	i	-0.4	i	i	i	i	i	i	i
CCN(CC)c1c(-c2ccccc2)c2cc(C)ccc2[nH]c1=O	15	i	i	-0.2	i	i	i	i	i	i	i
CC(=O)N1CC2(C)CN(C(C)=O)CC(C)(C1)C2O (stereo unspecified)	26	i	i	-2.6	i	i	i	i	i	i	i
CC(Oc1ccccc1)C(=O)N1CCC2(CC1)Oc1ccc(F)cc1C(=O)C21CC(c2ccc(Cl)cc2)=NO1 (stereo unspecified)	25	i	i	-1.0	i	i	i	i	i	i	i
CCOC(=O)c1nn(-c2ccc(Cl)cc2)c2nc(-c3ccc(C)cc3)c(C#N)c(=O)n12	2	i	i	0.2	i	i	i	i	i	i	i
CCCn1c(SCC(=O)Nc2ccc(C)c(S(=O)(=O)N3CCOCC3)c2)n[nH]c1=O	1	i	i	-0.4	i	i	i	i	i	i	i
NC(=O)Cn1nc(-c2ccccc2)nc1-c1ccccc1	4	i	i	-0.3	i	i	i	i	i	i	i
CC(Sc1nccn1C)C(=O)Nc1ccc(Cl)cn1 (stereo unspecified)	-12	i	i	0.0	i	i	i	i	i	i	i
O=C(Nc1ccc(Cc2ccncc2)cc1)c1ccc(N2CCOCC2)c([N+](=O)[O-])c1	43	i	i	0.0	i	i	i	i	i	i	i
CCC(C)(C)NC(=O)CN(Cc1ccco1)C(=O)CCC(=O)Nc1nccs1	x	i	i	-0.7	i	i	i	i	i	i	i
CC(=O)c1c(N2CCOCC2)nc(=S)n(-c2ccccc2)c1C	17	i	i	-0.5	i	i	i	i	i	i	i
Cc1ccc(NC(=O)Cc2sc(C)nc2-c2ccc(C)cc2)cc1	2	i	i	1.1	i	i	i	i	i	i	i
CC(Sc1nnc2ccccn12)C(=O)Nc1ncc(Cl)cc1Cl (stereo unspecified)	25	i	i	1.0	i	i	i	i	i	i	i
CC1(C)Cc2c(sc3nc(NCCN4CCOCC4)n4ncnc4c23)CO1	18	i	i	0.5	i	i	i	i	i	i	i
Nc1nc(C23CC4CCC(CC(C4)C2)C3)cs1	33	i	i	-16	i	i	i	i	i	i	7.1*
O=C(CNC(=O)c1cccs1)NCCN1CCC(Cc2ccccc2)CC1	15	i	i	0.3	i	i	i	i	i	i	i
COc1ccc(N2CCN(C3CCCN(S(=O)(=O)c4ccccc4)C3)CC2)cc1 (stereo unspecified)	-5	i	i	-0.2	i	i	i	i	i	i	i
O=C1C=C(NCc2ccco2)CCC1	31	i	i	-0.1	i	i	i	i	i	i	i
Cc1ccc(C)c2c1cc(C)c1nnc(SCC(=O)N3CCCc4ccccc43)n12	16	i	i	0.1	i	i	i	i	i	i	i
NC(=O)C1c2ccccc2Oc2ccccc21	-7	i	i	1.2	i	i	i	i	i	i	i
